Bioassay records deposited in PubChem BioAssay by National Center for Advancing Translational Sciences (NCATS).
RGS4 inhibitor: human RGS4 inhibition. P49798. Transcreener GDP fluorescence polarization, RGS4-accelerated GTP hydrolysis. Potency, µM (series often up to 114 µM), for the others: at the highest dose activity change, negative = inhibition, hits mostly inhibitors. hit rate 0.039% among 390,000; further: potency means the concentration at half of the fitted maximal effect; on the % scale 0 is the no-effect control and ±100 the full control effect; nearly all actives have a fitted effect of over 75% in size; some results filed as inactive show a strong effect at the top dose
Target sequence (P49798 whole entry, looked up): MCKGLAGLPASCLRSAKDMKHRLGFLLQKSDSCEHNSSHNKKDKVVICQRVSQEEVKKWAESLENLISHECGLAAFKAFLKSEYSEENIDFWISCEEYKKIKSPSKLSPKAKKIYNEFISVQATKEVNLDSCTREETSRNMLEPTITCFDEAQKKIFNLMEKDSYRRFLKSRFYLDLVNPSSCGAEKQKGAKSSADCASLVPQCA
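MLSMR compounds (23 nl, pin-transferred) preincubated 10 min at room temperature with a 500nM (2x) first reagent, then RGS4 at 900nM (2x) plus Transcreener GDP mix added; fluorescence polarization (620/688 nm) read before and after 90 min at 30 °C.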
PI4K2A inh: blocks human PI4K2A kinase activity. purified PI4K2A, ADP-Glo luminescence, 1 h; active compounds read low. activity change, negative = inhibition, % at 76.9 µM. hit rate 0.13% among 420,000. AID 1346378; in the data active means activity change below about -50%; inconclusive means mostly about -30% to -49%;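 further: -100% = wells without enzyme as full effect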
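In this quantitative HTS, ADP production by PI4K2A was quantified luminescently after 1 h at ambient temperature; 100 microM adenosine served as plate-quality control.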
GLS inh: glutaminase GLS (human) inhibition; GLS enzymatic activity, qHTS titration; Potency, µM (highest dose often 45.5 µM), for the others: top-dose activity change, negative = inhibition, hits mostly inhibitors; hit rate 0.21% among 410,000; further: potency means the concentration at half of the fitted maximal effect; on the % scale 0 is the no-effect control and ±100 the full control effect
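Two-point fluorescence kinetic (t0, 30 min RT) for hKGA; glutamate detected via glutamate oxidase–HRP–Amplex Red. Substrate: 1 mM L-glutamine solution; buffer 45 mM KH2PO4, pH 8.2.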
G9a block: blocks human histone lysine methyltransferase G9a. Q96KQ7. G9a H3K9 monomethylation, AlphaScreen, 2 h. hit rate 8.8% among 350,000. Potency, µM (doses to about 102 µM), without a hit: at the highest dose activity, negative = inhibition, most hits filed as inhibitors; further: potency means the concentration at half of the fitted maximal effect; on the % scale 0 is the no-effect control and ±100 the full control effect; nearly all actives have a fitted effect of over 75% in size
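AlphaScreen detection with an anti-monomethyl H3K9 antibody quantified product after a 2 h room-temperature reaction containing 500 nM biotinylated H3K9 peptide, 20 µM SAM and 20 nM enzyme, which had been preincubated 15 min with compound.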
BAZ2B block: inhibitors of human BAZ2B bromodomain; hit rate 4.4% among 360,000; AlphaScreen BAZ2B-H3K14Ac peptide displacement; Q9UIF8; Potency, µM (series often up to 114 µM), inactives show at the highest dose activity change, negative = inhibition, actives largely listed as inhibitors; AID 504333; further: potency means the concentration at half of the fitted maximal effect; on the % scale 0 is the no-effect control and ±100 the full control effect; nearly all actives have a fitted effect of over 60% in size
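Compounds, titrated to a top concentration of 110 uM, were incubated 30 min at room temperature with preformed BAZ2B/acetyl-K14 H3 peptide complex (50 nM each). Proximity signal was measured by AlphaScreen after 20 min with beads.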
ERG-DNA inh: inhibitors of human ERG Ets domain-DNA interaction; fluorescence polarization, His-ERG Ets domain / labelled DNA; Potency, µM (top dose mostly 76.9 µM), for inactives: top-dose FP activity, negative = inhibition, actives largely listed as inhibitors; hit rate 0.028% among 370,000; active means well fitted inhibition curve with a large enough effect in the polarisation, with a control signal flat; inconclusive means small, poorly fitted or top-dose-only effect, or effect the other way, or a change in a side signal; inactive means no such curve, though single readings can be large or run the other way; the % refers to the polarisation;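 further: polarization taken with two DNA probes labelled with fluorescein and Texas red; potency means the concentration at half of the fitted maximal effect; % of control where 0% means no effect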
Target sequence (P11308 whole entry, looked up, the tested form may be a part): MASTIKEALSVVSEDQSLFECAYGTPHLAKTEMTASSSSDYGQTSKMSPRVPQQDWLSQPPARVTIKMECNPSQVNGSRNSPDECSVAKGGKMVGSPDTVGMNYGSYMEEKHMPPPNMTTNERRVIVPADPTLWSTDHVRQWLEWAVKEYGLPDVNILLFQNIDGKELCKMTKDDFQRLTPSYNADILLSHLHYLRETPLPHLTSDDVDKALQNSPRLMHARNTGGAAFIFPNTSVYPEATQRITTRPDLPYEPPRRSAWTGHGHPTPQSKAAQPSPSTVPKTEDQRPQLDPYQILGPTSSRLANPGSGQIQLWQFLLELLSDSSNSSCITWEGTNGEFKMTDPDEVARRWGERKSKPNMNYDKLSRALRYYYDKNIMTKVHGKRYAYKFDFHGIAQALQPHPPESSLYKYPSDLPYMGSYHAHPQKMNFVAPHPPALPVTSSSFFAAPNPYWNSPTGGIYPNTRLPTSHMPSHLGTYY
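His-tagged ERG Ets domain (1 uM in the protein solution; 300mM KCl, 50mM Tris-HCl, 1mM EDTA, 1mM DTT, pH 7.5) received compound, then a probe mix of 5 nM fluorescein-DNA and 100nM Texas-615-DNA. Fluorescence polarization was read for both dyes.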
HP1b chromo inh: HP1-beta chromodomain-methylated histone interaction inhibition. AlphaScreen HP1-beta / biotin-H3K9me3 peptide binding. hit rate 0.56% among 390,000. AID 540317. Potency, µM (highest dose often 114 µM), for the others: top-dose activity change, negative = inhibition, actives largely listed as inhibitors. P83916; further: potency means the concentration at half of the fitted maximal effect; nearly all actives have a fitted effect of over 70% in size; inactives centre near 23
Target sequence (P83916 whole entry, looked up): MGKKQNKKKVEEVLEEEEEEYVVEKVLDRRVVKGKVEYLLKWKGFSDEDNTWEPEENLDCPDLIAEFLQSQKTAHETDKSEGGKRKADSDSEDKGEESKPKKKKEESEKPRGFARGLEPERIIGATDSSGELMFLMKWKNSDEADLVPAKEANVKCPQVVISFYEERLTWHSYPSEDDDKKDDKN
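AlphaScreen: HP1-beta (50 nM) preformed 30 min with biotin-H3(1-18)K9me3 peptide (50 nM) in PBS pH 7.4, 0.01% Tween-20. Compound added for 30 min at RT, then streptavidin donor/nickel chelate acceptor beads (10 ug/mL) for 30 min.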
12-LOX inh: inhibitors of human 12S-lipoxygenase ALOX12; Potency, µM (doses to about 108 µM), for the others: at the top dose activity change, negative = inhibition, most hits filed as inhibitors; P18054; hit rate 1.1% among 580,000; purified 12hLO, xylenol orange hydroperoxide absorbance; further: potency means the concentration at half of the fitted maximal effect; on the % scale 0 is the no-effect control and ±100 the full control effect
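Purified human 12hLO (150 nM final) in 25 mM Hepes, 0.01% Triton X-100, pH 7.0 was preincubated 15 min at room temperature with compound. Then 40 uM arachidonic acid was added, 30 min. Hydroperoxide was read by Fe-XO absorbance ratio 573/405 nm.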
JMJD2A Tudor: inhibitors of human JMJD2A Tudor domain. AlphaScreen JMJD2A-Tudor / H3K4me3 peptide binding. hit rate 4.4% among 390,000. Potency, µM (top dose mostly 114 µM), without a hit: at the top dose activity change, negative = inhibition, most hits filed as inhibitors. O75164; further: potency means the concentration at half of the fitted maximal effect; on the % scale 0 is the no-effect control and ±100 the full control effect; nearly all actives have a fitted effect of over 50% in size
The depositor's hits bear a star; ? = inconclusive; . = not tested or not shown; & = joins results of further samples; [ ] = another dose, or the depositor's remark. Unless noted, the call rests on the fitted dose curve; in most records, active means well fitted curve in the direction sought with a large enough effect; inconclusive means small, poorly fitted or top-dose-only effect, or another doubt; inactive means no such curve, though single readings can be large; an effect the other way counts as inactive or inconclusive. These rows are one share of the data, so the mix of outcomes need not match the whole.

SMILES	RGS4 inhibitor	PI4K2A inh	GLS inh	G9a block	BAZ2B block	ERG-DNA inh	HP1b chromo inh	12-LOX inh	JMJD2A Tudor
O=C(Nc1nccs1)c1ccc(-c2ccccc2Cl)o1	13%	-1	3%	0%[59 µM]	7%	.	21%	13%	-19%
Cc1ccc(CNC(=O)CCC2CCCN(Cc3ccc4cccc(F)c4n3)C2)o1 (stereo not drawn)	-33%	0	1%	-25%	-14%	0%	-18%	-2%	-32%
CC(Nc1ccc(-c2nc(-c3ccco3)no2)cc1[N+](=O)[O-])c1ccccc1 (stereo not drawn)	-44%	-3	0%	?	79µM*	2%	48%[activator]	-24%	?
Cn1c(=O)c2ccccc2n2c(CCC(=O)N3CCN(c4cccc(Cl)c4)CC3)nnc12	-4%	0	-7%	2%[59 µM]	-3%	3%	43%[activator]	0%	-1%
O=C(CSc1nc2ccccc2c(=O)n1NC(=O)Cc1ccccc1)NCc1ccco1	-23%	-1	1%	12%[59 µM]	4%	-7%	37%	-5%	-9%
C=CCN=C1N[C@@H](c2ccccc2)C(C(=O)OC)=C(C)N1CCOC	6%	-3	-6%	4%[12.7 µM]	?	8%	15%	-49%	?
COc1ccc(S(=O)(=O)Nc2cc3c(cc2NCc2ccccc2)n(C)c(=O)n3C)cc1	2%	-3	60%[activator]	16µM*	45µM*	0%	2%	-48%	50µM*
COc1ccc(/C=C(/CC(=O)Nc2ccc(C)cc2)c2nc3ccccc3s2)cc1	-15%	-4	0%	?	-6%	5%	55%[activator]	-13%	13%
COCCNC(=O)C(=O)NNS(=O)(=O)c1ccc2ccccc2c1	?	3	-2%	40µM*	-16%	5%	-15%	-5%	?
O=C(Nc1nnc(-c2ccccc2)o1)C1CCCN1S(=O)(=O)c1cccs1 (stereo not drawn)	-8%	-1	-8%	-27%	50µM*	2%	62%[activator]	5%	?
Cc1cccn2c(=O)c3cc(C(=O)NCCN4CCOCC4)c(=N)n(CCc4ccccc4)c3nc12	12%	1	8%	?	?	-5%	3%	13%	-33%
Cc1ccc(NC(=O)C2CCN(S(=O)(=O)c3ccc4c(c3)NC(=O)C(C)S4)CC2)cc1C (stereo not drawn)	12%[11.4 µM]	-4	3%	46%[activator]	-3%	-1%	31%	26%	-20%
Cc1cnc(C(=O)OCC(=O)NC(=O)NC(C)C)cn1	-41%	-11	1%	?	-2%	10%	30%	-15%	-5%
CCSc1nnc(NC(=O)[C@H](C)NC(=O)c2ccccc2Cl)s1	4%	2	-5%	-32%	-14%	-14%	13%	3%	-5%
CC(=O)c1ccc(Nc2nc(=O)c3cccnc3s2)cc1	-14%	9	8%	?	-3%	2%	20%	-3%	-11%
CC(C)CC(NC(=O)C1CCC(C)CC1)C(=O)NCCN1CCOCC1 (stereo not drawn)	-13%	2	-2%	-7%	2%	-2%	24%	14%	2%
CCOC(=O)c1ccc(NC(=O)CSc2nccn2-c2ccc(OCC)cc2)cc1	-7%	0	-8%	?	?	13%	-9%	-7%	-29%
O=[N+]([O-])c1ccc(NNC(=S)Nc2ccccc2)cc1	?	-11	17%	?	50µM*	-3%	56µM*	.	50µM*
CSc1nc2ccc3nc(NC(=O)c4ccc(C)cc4)sc3c2s1	0%	2	-3%	-11%[59 µM]	4%	2%	51%[activator]	11%[57.4 µM]	-20%
O=C(CCN1C(=O)c2ccc([N+](=O)[O-])cc2C1=O)Nc1cccc(O)c1	-3%	-1	-8%	10%	3%	-10%	40%[activator]	9%	-9%
CCOC(=O)Cn1nc(-c2ccc(Cl)cc2)ccc1=O	-5%	-2	-1%	1%	5%	2%	32%	18%	-1%
O=C(O)C1CCCCC1C(=O)OCCCCOC(=O)C1CCCCC1C(=O)O (stereo not drawn)	0%	-2	-3%	-5%	3%	-7%	36%	9%	-7%
COCCN(C(=O)Cn1c(C(F)(F)F)nc2ccccc21)c1c(N)n(Cc2ccccc2)c(=O)[nH]c1=O	13%	-2	0%	8%	-4%	-5%	18%	8%	-8%
COc1cccc(NC(=O)COC(=O)c2c3c(nc4ccccc24)CCC(C)C3)c1 (stereo not drawn)	-21%	1	-1%	-1%[0.501 µM]	0%	4%	20%	6%	-17%
O=C(Cn1nnc(-c2ccccc2)n1)N/N=C/c1ccco1	-11%	-21	-8%	2%	-5%	1%	17%	-9%	-4%

Filtered by structure, the entries above with an aryl thioether with sulfur outside any ring
SMILES	RGS4 inhibitor	PI4K2A inh	GLS inh	G9a block	BAZ2B block	ERG-DNA inh	HP1b chromo inh	12-LOX inh	JMJD2A Tudor
O=C(CSc1nc2ccccc2c(=O)n1NC(=O)Cc1ccccc1)NCc1ccco1	-23%	-1	1%	12%[59 µM]	4%	-7%	37%	-5%	-9%
CCSc1nnc(NC(=O)[C@H](C)NC(=O)c2ccccc2Cl)s1	4%	2	-5%	-32%	-14%	-14%	13%	3%	-5%
CCOC(=O)c1ccc(NC(=O)CSc2nccn2-c2ccc(OCC)cc2)cc1	-7%	0	-8%	?	?	13%	-9%	-7%	-29%
CSc1nc2ccc3nc(NC(=O)c4ccc(C)cc4)sc3c2s1	0%	2	-3%	-11%[59 µM]	4%	2%	51%[activator]	11%[57.4 µM]	-20%

Next part
SMILES	RGS4 inhibitor	PI4K2A inh	GLS inh	G9a block	BAZ2B block	ERG-DNA inh	HP1b chromo inh	12-LOX inh	JMJD2A Tudor
CCOc1ccc2c(c1)sc1nc(=O)n(-c3ccc(Cl)c(Cl)c3)c(=O)n12	-7%	-2	11%	7%[59 µM]	-1%	1%	39%	-13%	5%
CC(C)Cc1ccc(CN2CCC(n3nccc3NC(=O)C3CCCC3)CC2)cc1	37%	-1	6%	.	-18%	-9%	33%	?	-23%
Cc1ccc(NC(=O)Cn2ncn3c(cc4ccccc43)c2=O)cc1F	26%&2%	-1&2	10%&3%	9%[59 µM]	-7%&4%	-5%&8%	34%&40%	6%&-24%	-7%&-2%
Cc1ccc(NC(=O)CN2C(=O)COc3ccc(S(=O)(=O)N4CCOCC4)cc32)c(Cl)c1	6%	0	-5%	1%[59 µM]	-18%	4%	60%[activator]	?	-4%
NC(=O)C1CCN(S(=O)(=O)c2ccc(N3CCCCS3(=O)=O)cc2)CC1	7%	-9	0%	9%[12.7 µM]	0%	3%	35%	-4%	-2%
Cc1ccc2oc(=O)ccc2c1	-7%	0	2%	.	.	16%	55%[activator]	-3%	-4%
COc1ccc(Cn2ccnc2SCC(=O)Nc2ccccc2)cc1	-43%	5	2%	?	?	-12%	5%	168%[activator]	-32%
COc1cc(C(C(=O)NC2CCCCC2)N(C(=O)Cc2c[nH]c3ccccc23)c2ccc(C)cc2)cc(OC)c1OC (stereo not drawn)	-36%	1	-9%	?	-39%	7%	?	-9%	?
O=C1CN(C(=O)c2ccc3nc(Cc4cccc(Cl)c4)oc3c2)CCN1	-2%	2	5%	39%	-4%	0%	24%	-1%	-1%
COc1ccc(C(C)C)cc1S(=O)(=O)N1CC(C)OC(C)C1 (stereo not drawn)	11%	-5	-11%	30%	3%	-3%	33%	-2%	7%
COc1ccccc1CNC(=O)c1ccc(CN2CC(=O)N3CCCCC3C2=O)cc1 (stereo not drawn)	-7%	1	-12%	-12%[59 µM]	-5%	0%	-21%	-9%	-15%
O=C(Cn1c(=O)c2cccn2c2cccnc21)NCc1ccccc1F	-29%	4	-5%	4%[59 µM]	-3%	3%	15%	-16%	-20%
Cc1ccc(OCC(=O)NNC(=O)C(C)Sc2ncnc3sc(C)c(C)c23)cc1 (stereo not drawn)	0%	-3	15%	13%[59 µM]	7%	-5%	33%	-19%	6%
O=S1(=O)CCOC[C@H](Cc2ccccc2)N1Cc1cccc(F)c1	14%	0	-2%	.	.	3%	55%[activator]	-3%	1%
O=C(O)c1ccccc1SC1CC(=O)N(c2cccc3ccccc23)C1=O (stereo not drawn)	?	5	-1%	.	?	-2%	?	-16%	22µM*
Cc1nc(NC(C)c2ccccc2)c2oc3ccccc3c2n1 (stereo not drawn)	-8%	4	5%	.	?	10%	35%	-23%	-11%
O=c1[nH]c2ccc(NC(=S)Nc3ccccc3)cc2[nH]1	-28%	0	?	45µM*	14%	5%	-14%	?	-9%[57.1 µM]
CSCC[C@H](NC(=O)c1cccc(S(=O)(=O)N2CCCCC2)c1)c1nc2ccccc2[nH]1	-8%	-7	-5%	.	.	8%	-2%[57 µM]	-1%	-17%
CCc1nc2ccc(C(=O)NCc3ccc(OC)c(OC)c3)cc2nc1CC	0%	2	-13%	6%[59 µM]	1%	-20%	24%	10%	-12%

Three compounds from above, arranged by count of non-hydrogen atoms, lowest first.
SMILES	RGS4 inhibitor	PI4K2A inh	GLS inh	G9a block	BAZ2B block	ERG-DNA inh	HP1b chromo inh	12-LOX inh	JMJD2A Tudor
Cc1ccc2oc(=O)ccc2c1	-7%	0	2%	.	.	16%	55%[activator]	-3%	-4%
COCCN(C(=O)Cn1c(C(F)(F)F)nc2ccccc21)c1c(N)n(Cc2ccccc2)c(=O)[nH]c1=O	13%	-2	0%	8%	-4%	-5%	18%	8%	-8%
COc1cc(C(C(=O)NC2CCCCC2)N(C(=O)Cc2c[nH]c3ccccc23)c2ccc(C)cc2)cc(OC)c1OC (stereo not drawn)	-36%	1	-9%	?	-39%	7%	?	-9%	?
